# Assay outcomes: PubChem BioAssay, several laboratories
# SUMO1-SIM PPI: modulators of SUMO1 protein-protein interactions, primary screen, biochemical, uHTS; Small ubiquitin-related modifier 1 (Homo sapiens), P63165; SUMO1 binding to a labelled peptide, TR-FRET, 1 h; inhibition, % at 20 µM; actives 0.33% (n = 360,000); AID 602429, 2012; in the data active = inhibition above about 37%
# Target sequence (P63165 whole entry, looked up): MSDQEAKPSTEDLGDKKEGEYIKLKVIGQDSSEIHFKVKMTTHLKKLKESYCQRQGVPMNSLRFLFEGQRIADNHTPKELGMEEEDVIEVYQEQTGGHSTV
# Rpn11 block: Rpn11 (PSMD14) deubiquitinase inhibitors, primary screen, biochemical, fluorescence polarization, uHTS; calls only at 20 µM; 26S proteasome non-ATPase regulatory subunit 14 (Homo sapiens), O00487; actives 0.59% (n = 360,000); human 26S proteasome, Ub4-pepOG fluorescence polarization; 20S core pre-blocked with epoxomicin;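 active = inhibition at 20 µM, scaled to each plate's controls, above about 33%, limit read from the data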
# STEP block: STEP phosphatase inhibitors, primary screen, biochemical, fluorescence intensity, uHTS; Tyrosine-protein phosphatase non-receptor type 5 (Homo sapiens), P54829; actives 0.25% (n = 360,000); AID 588621, 2011; recombinant STEP, OMFP fluorogenic substrate; inhibition, % at 20 µM;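 active = inhibition at 20 µM, scaled per plate between control wells, above about 37%, limit read from the data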;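 also: 0% = DMSO with enzyme and substrate and 100% = substrate only without enzyme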
#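 System: STEP phosphatase, cell-free reaction; Buffer or medium: Bis-Tris pH 6.0 buffer with DTT, detergent; Incubation: 20 min at room temperature, dark; Measured by: fluorescence, 480/540 nm.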
# DNMT1 block: human DNMT1 methyltransferase inhibitors, primary screen, biochemical, molecular beacon, fluorescence, HinP1I cleavage, uHTS; inhibition (reported as % activation of signal), % at 10 µM; AID 588458, 2011; actives 0.83% (n = 360,000); DNA (cytosine-5)-methyltransferase 1 (Homo sapiens), P26358; in the data active = inhibition above about 50%
# LMPTP inh: LMPTP phosphatase inhibitors, primary screen, biochemical, fluorescence intensity, uHTS; recombinant LMPTP-A, OMFP fluorogenic substrate; actives 0.22% (n = 360,000); AID 651560, 2012; inhibition, % at 20 µM;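 active = compounds that cut the enzyme signal by at least half of the control window in the single-dose screen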;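 also: plate controls were DMSO wells with enzyme plus substrate for no effect and substrate without enzyme for full effect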
#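 Assay system: LMPTP-A phosphatase enzyme | Input: 0.625 nM enzyme | Also added: Fluorogenic phosphatase substrate OMFP at 400 µM final | Compound dosing: One test concentration per compound, 20 µM, with 3% DMSO overall | Schedule: 50 min enzyme reaction at room temperature, protected from light | Signal: Fluorescence intensity | Benchmarks: no-enzyme and uninhibited controls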
# Rin1-Abl PPI inh: inhibitors of Rin1-Abl protein binding, primary screen, biochemical, TR-FRET. Tyrosine-protein kinase ABL1 (Homo sapiens) + Ras and Rab interactor 1 (Homo sapiens), …. inhibition, % at 7.35 µM. actives 0.4% (n = 360,000). AID 588664, 2011; in the data active = inhibition above about 5%, passing the limit was not always enough
# NadD inh: inhibitors of S. aureus NadD, primary screen, biochemical, colorimetric, uHTS. inhibition, % at 20 µM. Nicotinate-nucleotide adenylyltransferase NadD (Staphylococcus aureus N315). purified NadD enzyme, colorimetric absorbance read-out. actives 0.78% (n = 360,000). AID 602399, 2012; in the data active = inhibition above about 26%; also: some compounds past the cut are filed as inactive
# Neddyl block: inhibitors of cullin neddylation, primary screen, biochemical, TR-FRET, uHTS, NAE and Ubc12; NEDD8-conjugating enzyme Ubc12 (Homo sapiens) + NEDD8-activating enzyme E1 regulatory …; calls only at 25 µM; actives 0.58% (n = 360,000); AID 651699, 2012; in the data active = inhibition above about 36%
# Target sequence (P61081 whole entry, looked up): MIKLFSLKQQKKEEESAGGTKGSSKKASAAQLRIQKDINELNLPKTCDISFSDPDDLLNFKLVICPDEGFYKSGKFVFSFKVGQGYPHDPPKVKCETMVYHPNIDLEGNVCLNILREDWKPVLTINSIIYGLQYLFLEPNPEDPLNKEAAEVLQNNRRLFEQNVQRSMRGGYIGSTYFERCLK
# Target sequence (Q13564 whole entry, looked up): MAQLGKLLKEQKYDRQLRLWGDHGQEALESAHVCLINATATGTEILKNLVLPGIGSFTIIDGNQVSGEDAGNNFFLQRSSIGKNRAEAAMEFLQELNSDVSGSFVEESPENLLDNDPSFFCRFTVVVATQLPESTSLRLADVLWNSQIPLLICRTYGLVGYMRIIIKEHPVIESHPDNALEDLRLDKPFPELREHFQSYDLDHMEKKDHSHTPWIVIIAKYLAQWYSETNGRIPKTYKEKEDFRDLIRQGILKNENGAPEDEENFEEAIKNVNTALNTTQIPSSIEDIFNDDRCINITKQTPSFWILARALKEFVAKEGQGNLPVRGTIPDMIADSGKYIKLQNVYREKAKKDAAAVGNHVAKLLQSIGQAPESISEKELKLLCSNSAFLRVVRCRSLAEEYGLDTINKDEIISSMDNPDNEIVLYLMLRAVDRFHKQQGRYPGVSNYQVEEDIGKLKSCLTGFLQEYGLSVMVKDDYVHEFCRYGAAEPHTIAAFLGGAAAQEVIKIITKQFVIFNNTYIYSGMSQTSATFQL
# Scp-1 inhibitor: Scp-1 phosphatase inhibitors, primary screen, biochemical, colorimetric, uHTS; Recombinant Scp1, phosphopeptide, malachite green phosphate absorbance; inhibition, % at 20 µM; actives 0.88% (n = 340,000); AID 493091, 2011;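 active = inhibition above about 50% at 20 µM, limit read from the data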;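 also: plate controls were DMSO wells with enzyme for no effect and wells lacking enzyme for full effect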
# Target sequence (Q9GZU7 76-261 limits assumed): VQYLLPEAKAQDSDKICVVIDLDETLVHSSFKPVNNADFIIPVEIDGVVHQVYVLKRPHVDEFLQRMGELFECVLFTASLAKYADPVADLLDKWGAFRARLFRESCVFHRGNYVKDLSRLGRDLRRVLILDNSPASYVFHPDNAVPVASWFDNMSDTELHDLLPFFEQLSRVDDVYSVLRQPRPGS
#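 Test system: SCP-1 phosphatase catalytic domain, residues 76-261; measured by: colorimetric phosphate reagent with accelerator and stabiliser, absorbance at 630 nm; timing: enzyme reaction 45 min at room temperature, colour 5 min, stabilisation 30 min; also added: Phosphorylated 17-residue peptide substrate; compound dosing: one concentration, 20 µM, with 1.0% DMSO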
# CSN deneddyl inh: inhibitors of CSN-mediated cullin deneddylation, primary screen, biochemical, fluorescence polarization, uHTS; actives 0.38% (n = 360,000); AID 651999, 2013; Purified CSN, SCF-Nedd8-OG deneddylation; inhibition, % at 12.5 µM;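 active = pattern-corrected inhibition above about 35%, with an unprinted fluorescence ratio check between 0.5 and 1.5, limit read from the data, passing the limit was not always enough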;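 also: 0% = enzyme with substrate and 100% = substrate without enzyme; some results filed as inactive read as strong as hits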
#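 Assay system: purified human Csn5 enzyme expressed in HEK293T cells; Input: 0.24 nM Csn5 enzyme, final concentration; Reagent: 10 nM SCFSkp2-Nedd8OG; Compound dosing: 12.5 µM single point; Times: reaction 90 min, room temperature; Technique: fluorescence polarization readout.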
# The depositor's hits bear a star; i = inactive; . = not tested or not shown.
SMILES,SUMO1-SIM PPI,Rpn11 block,STEP block,DNMT1 block,LMPTP inh,Rin1-Abl PPI inh,NadD inh,Neddyl block,Scp-1 inhibitor,CSN deneddyl inh
CCCCOc1ccc(CCC(=O)N/N=C/c2ccco2)cc1,-1,i,0,3,0.7,-1,0,i,-4,3
CN1CCN(C(=O)c2ccc(-c3cc4nc(NCc5cccnc5)n(C)c(=O)c4s3)cc2)CC1,-29,i,0,-2,2.6,-8,3,i,.,-1
O=C(COC(=O)CCOc1ccccc1)Nc1ncc(Cl)cc1Cl,3,i,-3,0,-0.9,-2,-2,i,-11,-6
O=C1NC(c2ccccc2)C(C(=O)c2cccs2)C(O)(C(F)(F)F)N1 (stereo not given),1,i,-1,2,0.5,1,0,i,-2,0
Cc1ccc(N2C(=O)C(NC(=O)c3c(F)cccc3F)(C(F)(F)F)C3=C2CC(C)(C)CC3=O)cc1 (stereo not given),-1,i,0,1,-0.6,-4,-1,i,2,-3
O=C(N/N=C/c1ccc(-c2ccc([N+](=O)[O-])cc2)o1)C(O)c1ccccc1 (stereo not given),-23,i,-3,-3,0.3,-3,0,i,-1,8
S=c1[nH]nc(-c2ccccn2)n1/N=C/c1c(Cl)cccc1Cl,6,i,4,4,-0.7,2,9,i,4,5
COc1cccc(C(=O)N2CCN(Cc3cccc(F)c3)CC2)c1,-1,i,-1,-3,-0.5,-1,1,i,-8,-3
Cc1ccc2c(COC(=O)CNS(=O)(=O)c3ccccc3)cc(=O)oc2c1,-8,i,0,10,-0.6,-1,1,i,-5,2
Cc1ccc(NC(=O)CN2C(=O)NC(Cc3c[nH]c4ccccc34)C2=O)cc1 (stereo not given),-2,i,0,-1,0.6,1,-2,i,-2,-1
N#C/C(=C\c1ccc(OCC(N)=O)cc1)c1ccccc1,-22,i,-2,-4,-1.3,-3,2,i,-5,-5
Cc1cc(C)c(C)c(S(=O)(=O)NC(C(=O)NCCc2ccco2)C(C)C)c1C (stereo not given),1,i,-1,1,0.4,1,-8,i,-1,5
Nc1nnn(CC(=O)N/N=C/c2ccc(Cl)cc2Cl)n1,-9,i,-2,1,-1.5,3,-1,i,-23,-1
Cc1cc(C)cc(OCC(=O)OCC(=O)Nc2c(C)n(C)n(-c3ccccc3)c2=O)c1,-3,i,-2,3,-1.0,0,-1,i,9,-10
C=CCN(c1ccccc1)S(=O)(=O)c1cccc(C(=O)OCC(=O)NC2CC2)c1,7,i,4,2,0.8,1,-4,i,-7,6
CCCc1cc(=O)[nH]c(SCCCCN2C(=O)c3ccccc3C2=O)n1,-6,i,-3,4,0.0,0,-12,i,4,2
O=C1CCCN1CCCNS(=O)(=O)c1cccs1,1,i,3,-2,-1.7,2,-7,i,-8,-4
CNC(=S)Nc1ccc(N2CCCC2)c(S(=O)(=O)Nc2ccc(OC)cc2)c1,-5,i,1,-17,0.7,-3,6,i,24,4
CCCOc1nc2c(c(=O)n(C)c(=O)n2C)n1Cc1cccc2ccccc12,-2,i,6,-7,3.2,-2,4,i,-8,3
O=C(NC1CCCc2ccccc21)C1CCN(c2c3c(nc4ncnn24)CCC3)CC1 (stereo not given),1,i,-2,0,0.6,3,7,i,-6,2

# Structures above that contain a CF3 group:
SMILES,SUMO1-SIM PPI,Rpn11 block,STEP block,DNMT1 block,LMPTP inh,Rin1-Abl PPI inh,NadD inh,Neddyl block,Scp-1 inhibitor,CSN deneddyl inh
O=C1NC(c2ccccc2)C(C(=O)c2cccs2)C(O)(C(F)(F)F)N1 (stereo not given),1,i,-1,2,0.5,1,0,i,-2,0
Cc1ccc(N2C(=O)C(NC(=O)c3c(F)cccc3F)(C(F)(F)F)C3=C2CC(C)(C)CC3=O)cc1 (stereo not given),-1,i,0,1,-0.6,-4,-1,i,2,-3

# Gathered by group: those above containing an NH in an aromatic ring
SMILES,SUMO1-SIM PPI,Rpn11 block,STEP block,DNMT1 block,LMPTP inh,Rin1-Abl PPI inh,NadD inh,Neddyl block,Scp-1 inhibitor,CSN deneddyl inh
S=c1[nH]nc(-c2ccccn2)n1/N=C/c1c(Cl)cccc1Cl,6,i,4,4,-0.7,2,9,i,4,5
Cc1ccc(NC(=O)CN2C(=O)NC(Cc3c[nH]c4ccccc34)C2=O)cc1 (stereo not given),-2,i,0,-1,0.6,1,-2,i,-2,-1
CCCc1cc(=O)[nH]c(SCCCCN2C(=O)c3ccccc3C2=O)n1,-6,i,-3,4,0.0,0,-12,i,4,2

# Next section:
SMILES,SUMO1-SIM PPI,Rpn11 block,STEP block,DNMT1 block,LMPTP inh,Rin1-Abl PPI inh,NadD inh,Neddyl block,Scp-1 inhibitor,CSN deneddyl inh
O=C(Nc1ccc(S(=O)(=O)N2CCCCCC2)cc1)c1ccco1,4,i,-3,-4,0.0,4,-1,i,-8,-5
CCN1C(=O)[C@H]2[C@@H](c3ccc(C)cc3)N[C@]3(CCCN(Cc4ccc(Cl)cc4)C3=O)[C@H]2C1=O,2,i,-3,3,-1.3,-4,2,i,.,2
Cc1cc(-c2nc(-c3ccncc3)no2)ccc1[N+](=O)[O-],-32,i,2,-1,1.1,-2,-2,i,-15,-5
COc1cc(OC)c(C2CC(=O)N3CN(C)CSC3=C2C#N)cc1OC (stereo not given),9,i,9,-13,13,-3,-5,i,-7,5
COc1ccccc1C(=O)NC(=O)COC(=O)c1ccc(NC(=O)CC#N)cc1,1,i,-1,-3,-1.0,-6,3,i,-4,7
Cc1ccc(NS(=O)(=O)c2ccc(-n3cccn3)cc2)c(Br)c1,4,i,3,-3,-1.9,5,-6,i,.,-1
CCOC(=O)CC(=O)Nc1nnc(CC(C)C)s1,3,i,-2,10,-0.8,2,-3,i,3,0
Cn1nc(-c2ccccc2)c(C(=O)NCC(=O)O)c1Cl,1,i,-1,-2,-0.1,0,-6,i,-4,-6
Cc1cccc(NC(=O)NNC(=O)c2ccccn2)c1,-1,i,4,2,1.0,4,-4,i,0,-3
Cc1cc(C(=O)NCC(=O)OCC(=O)N(C(C)C)C(C)C)ccc1[N+](=O)[O-],-12,i,3,9,-0.7,0,-3,i,-4,3
COC(=O)CS(=O)(=O)c1ccsc1C(=O)Nc1ccc(F)cc1,1,i,3,-2,-0.3,3,0,i,1,-11
CCc1ccc(S(=O)(=O)NC2CCCCNC2=O)cc1 (stereo not given),-4,i,1,3,-1.6,5,-1,i,-4,-7
Oc1ccccc1C=NN=CC=Cc1ccccc1,-3,i,2,1,0.2,4,7,i,2,-2
O=C(Nc1ccc(N2CCOCC2)cc1)c1ccc(Cl)nc1,-2,i,-2,6,-1.1,-1,-1,i,4,2
O=C(N/N=C/c1cnc(N2CCOCC2)s1)c1ccccc1,-19,i,0,1,-0.1,0,-19,i,-9,9
O=C(COC(=O)c1ccc(Br)cc1)NCCc1ccccc1,-2,i,1,-1,-1.9,-3,-6,i,-5,-10
COc1ccc(CCNC(=O)CCC(=O)N2CCOc3ccccc32)cc1OC,-2,i,-1,0,1.5,0,0,i,-9,0
Cc1ccc(NC(=O)CN(C)C(=O)c2cccc(S(=O)(=O)NCc3cccs3)c2)cc1,10,i,-1,-1,-1.7,2,-4,i,-10,1
CCCCCC(=O)NC(=S)Nc1ccc(Cl)cn1,1,i,3,0,1.0,-4,-1,i,-3,0
Cc1nnc(NC(=O)CSc2nnc(C(C)NC(=O)c3ccccc3F)n2C)s1 (stereo not given),1,i,3,1,-1.7,-1,-2,i,-10,-3
Cc1cc(NC(=O)C(C)SCC(=O)OC(C)C(=O)Nc2ccccc2C)no1 (stereo not given),-6,i,0,-1,-0.9,-5,-5,i,-5,-1
O=[N+]([O-])c1ccc(O)c(NC(=S)Nc2ccccc2)c1,-23,i,3,-9,1.7,-2,-3,i,-20,0
CC(=O)N[C@@H](C)C(=O)N1CCC(n2nccc2NC(=O)CCCc2ccccc2)CC1,2,i,1,1,-0.5,-1,1,i,-5,0
COc1ccc(N(CC(=O)N2CCC(C(N)=O)CC2)S(=O)(=O)c2ccccc2)cc1,3,i,1,0,-0.1,3,-4,i,-6,0
CC(C)(Oc1ccc(CCNC(=O)c2ccc(Cl)cc2)cc1)C(=O)O,-4,i,0,2,0.2,-4,-2,i,-14,1
CC(C)(C)OC(=O)N1CCC(C(=O)Nc2cccc(C(=O)N3CCCC3)c2)CC1,0,i,9,1,-0.9,-5,-2,i,-4,0
Cc1ccc(C2NC(=O)c3ccccc3N2)c(C)c1 (stereo not given),5,i,-2,6,-1.1,4,-3,.,0,-3
Cc1cc(C)nc(N2CCCC(C(=O)Nc3cccc(Cl)c3)C2)n1 (stereo not given),-3,i,0,-2,-0.3,2,4,i,-4,2
O=C(COc1ccc2c(c1)oc(=O)c1ccccc12)N[C@@H](Cc1ccccc1)C(=O)O,9,i,-1,0,-2.0,-1,4,.,1,4
Cc1nc2ccc(NC(=O)N3CCOCC3)cc2s1,-2,i,1,0,0.8,0,0,i,-6,0
COc1ccc(OCCCC(=O)OCC(=O)c2ccc3c(c2)NC(=O)CO3)cc1,7,i,1,-11,3.1,3,-5,i,-5,33
CCOC(=O)CSCc1nc(-c2ccc(Cl)cc2)oc1C,4,i,-2,-5,-1.3,-4,-8,i,-10,-7
COc1ccc(-c2nc3ccccc3nc2-c2ccc(OC)cc2)cc1,-20,i,2,-2,3.3,3,-3,.,-5,-1
Cc1cc(C)c(NC(=O)COC(=O)COc2ccc3c(C)cc(=O)oc3c2)c(Cl)c1,1,i,2,-1,-0.9,3,-3,i,4,-1
Cc1ccc(S(=O)(=O)N2CCOCC2)cc1NC(=O)C1=NN(c2ccccc2)C(=O)CC1,-3,i,-2,1,-0.8,2,-2,i,-4,-1
CCSc1cc(N2CCCC2)nc(-c2ccc(Cl)cc2)n1,-4,i,0,-2,2.3,-5,9,i,2,-7
N=C(N)SCc1nc2ccccn2c1Br,-2,i,-4,3,0.5,-2,-3,i,-8,-2
COC(=O)C(C)N(C#N)c1nc(C)nc(C)n1 (stereo not given),-3,i,-4,1,-2.5,2,-5,i,2,0
O=c1[nH]nc2n1CCCCC2,1,i,-1,1,0.2,-2,2,i,-8,-2
O=C(CN1CCN(c2ccccc2O)CC1)Nc1cc(S(=O)(=O)N2CCCC2)ccc1Cl,-1,i,0,-8,1.5,3,11,i,4,-6
